# CHOP UPR activ: activators of apoptotic CHOP UPR arm, primary screen, cell-based, CHO-CHOP luciferase reporter, luminescence, uHTS; 330,000 tested, 0.34% active; UPR activation; percent of tunicamycin response over DMSO baseline; activation, % at 10 µM;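 active means at 10 µM dose, activation of 40% or more, normalized to positive control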;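 further: 100% = tunicamycin at 10 µg/mL and 0% = DMSO alone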
#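 System: CHO-CHOP luciferase reporter cell line; amount: 500 cells/well; buffer or medium: F12 medium containing 10% fetal bovine serum; incubation: 6 h compound exposure at 37 °C after overnight seeding; measured by: luciferase luminescence after 10 min with Steady-Glo reagent; evaluation: % reporter activation, DMSO baseline versus tunicamycin full activation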
# APJ ag: agonists of human apelin receptor APJ, primary screen, CHO-K1 cells, PathHunter beta-arrestin, luminescence; 0% DMSO wells, 100% apelin; P35414; AID 2520, 2010; activation, % at 20 µM; 330,000 tested, 0.11% active;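 active means activation more than six SD over the plate average, tested at 20 µM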;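 further: 0% = DMSO alone and 100% = apelin-13 at 10 nM; some results filed as inactive read as strong as hits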
# Target sequence (P35414 whole entry, looked up): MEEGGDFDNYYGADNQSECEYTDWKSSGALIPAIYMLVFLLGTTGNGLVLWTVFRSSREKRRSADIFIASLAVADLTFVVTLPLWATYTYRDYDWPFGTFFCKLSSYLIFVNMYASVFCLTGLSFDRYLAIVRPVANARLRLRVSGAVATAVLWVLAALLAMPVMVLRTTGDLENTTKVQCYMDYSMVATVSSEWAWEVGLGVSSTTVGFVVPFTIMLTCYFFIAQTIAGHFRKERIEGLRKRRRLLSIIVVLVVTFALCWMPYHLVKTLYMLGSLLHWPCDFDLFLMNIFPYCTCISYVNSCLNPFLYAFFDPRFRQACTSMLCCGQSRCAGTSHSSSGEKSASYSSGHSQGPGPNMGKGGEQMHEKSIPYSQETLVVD
#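 Test system: CHO-K1 APJ beta-arrestin complementation cell line. Amount: cell density 1000 per well. Controls: DMSO negative, 10 nM Apelin-13 positive. Signal: luminescent beta-gal fragment complementation, chemiluminescent substrate. Read-out basis: agonist-driven arrestin binding to APJ. Timing: compound stimulation 90 min at 25 °C, detection 60 min.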
# NR3A LBD binder: binders of NR3A ligand-binding domain, primary screen, biophysical, differential scanning fluorimetry, uHTS | Glutamate receptor ionotropic, NMDA 3A (GRIN3A) ligand-binding domain | NR3A LBD differential scanning fluorimetry, Tm shift; 0% = protein alone, 100% = glycine-bound protein | Tm shift relative to glycine control, % at 25 µM | 340,000 tested, 2.5% active;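 active means melting temperature shift of at least 10% of the positive control shift, at one fixed dose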
# Mdm2-MdmX inh: inhibitors of human Mdm2-MdmX association, primary screen, cell-based, luminescence, split luciferase, SaOS-2, uHTS. inhibition, % at 8 µM. AID 485346, 2010. 330,000 tested, 3% active. SaOS-2 split-luciferase Mdm2/MdmX complementation;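 active means inhibition of at least 50% at 8 µM in the primary screen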
# NALP3 yeast inh: NALP3 inflammasome inhibitors in reconstituted yeast, primary screen, luminescence, uHTS. Yeast reconstituted NLRP3/ASC/caspase-1, beta-gal luminescence, 24 h. inhibition, % at 10 µM. 330,000 tested, 0.39% active. AID 2825, 2010;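 active means inhibition of 50% or more; inactive means inhibition below 50%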;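 further: plate controls were induced DMSO wells for no effect and uninduced yeast grown without galactose for full effect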
# TIM10 inh: growth inhibitors of isogenic TIM10 control yeast, primary screen, counter-screen for tim10-1 yeast inhibitor project, luminescence, uHTS. S. cerevisiae TIM10 strain growth, BacTiter-Glo luminescence, 24 h. inhibition, % at 10 µM. 330,000 tested, 1.4% active. AID 463195, 2010;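 active means inhibition of 40% or more at the single tested concentration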;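 further: wild-type TIM10 isogenic control strain grown at permissive 25 °C; 0% = DMSO yeast wells and 100% = minimal medium wells without yeast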
# UPR XBP1 act: activators of adaptive XBP1 UPR arm, primary screen, cell-based, CHO-XBP1 luciferase reporter, luminescence, uHTS; AID 463104, 2010; 330,000 tested, 0.33% active; IRE1-XBP1 UPR activation; percent of tunicamycin response, DMSO as zero; activation, % at 20 µM;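 active means versus positive control, 20 µM dose yields 30% or more activation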;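 further: 100% = tunicamycin at 10 µg/mL and 0% = DMSO only wells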
#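 Material: IRE1-XBP1 luciferase reporter CHO line / Quantity: one thousand reporter cells per well / Buffer or medium: F12 with 10% serum / Compound: 20 µM single concentration, DMSO 1% / Times: 6 h treatment, 37 °C / Detection: Steady-Glo luciferase glow luminescence, 10 min after reagent addition / Benchmarks: tunicamycin high, DMSO low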
# tim23-1 inh: growth inhibitors of tim23-1 mutant yeast, primary screen, luminescence, uHTS; inhibition, % at 20 µM; S. cerevisiae tim23-1 growth, BacTiter-Glo luminescence, 24 h; 330,000 tested, 1.3% active;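 active means growth inhibition of the mutant yeast at or above 50%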;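 further: temperature-sensitive mutant grown at 25 °C; plate controls were DMSO-treated mutant yeast for no effect and medium wells lacking yeast for full effect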
# tim10-1 inh: growth inhibitors of tim10-1 mutant yeast, primary screen, luminescence, uHTS; inhibition, % at 20 µM; 330,000 tested, 2.2% active; AID 463190, 2010; S. cerevisiae tim10-1 ts strain growth, BacTiter-Glo, 24 h;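 active means inhibition of at least 40%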;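 further: mutant grown at 25 °C; 0% = DMSO wells with yeast and 100% = wells holding no yeast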
# * hit, by the source's call; / = no result given.
Structure	APJ ag	tim23-1 inh	Mdm2-MdmX inh	NR3A LBD binder	UPR XBP1 act	CHOP UPR activ	TIM10 inh	tim10-1 inh	NALP3 yeast inh
COc1ccc(C)cc1-n1c(SCC(=O)Nc2cccc(C(=O)O)c2)nc2ccccc2c1=O	-5.0	-3.7	16.9	-0.8	1.5	-1.2	7.7	12.1	-7.7
O=C(c1ccco1)N1CCN(c2cc(N3CCOCC3)c(F)cc2[N+](=O)[O-])CC1	-1.6	32.2	-6.9	1.4	0.4	-1.7	19.6	37.6	0.3
CN(C(=O)c1ccc(NC(=O)Cc2ccc(NC(=O)C3CCCN(C(=O)C4CCC4)C3)cc2)cc1)C1CC1 (stereo unspecified)	-2.4	21.2	-9.1	-2.0	1.7	1.7	-1.1	3.3	-9.7
CN1/C(=C\C(=O)Nc2ccc(Br)cc2)C(C)(C)c2ccccc21	0.3	48.8	6.0	19.0*	0.5	2.9	39.2	45.5*	18.7
CCOC(=O)N1CCC(=NNc2ccnc3cc(Cl)ccc23)CC1	-2.5	-34.2	13.0	-4.8	-0.3	-1.9	25.2	13.8	0.5
CN(Cc1ccccn1)C(=O)C1CCC(=O)N(Cc2cccc(F)c2)C1 (stereo unspecified)	-3.2	7.2	32.5	1.6	-2.4	2.6	1.1	19.6	17.5
O=C(CN1CCN(c2ccc(F)cc2)CC1)OCc1ccccc1	-2.6	17.7	-15.7	0.3	-1.3	-0.1	-10.1	26.5	0.7
Cc1ccc(N/C=C/C(=O)c2cccs2)cc1C	-3.4	42.3	-42.4	-9.1	-5.9	-2.3	0.9	-2.3	24.5
Cc1cc(OCCN2CCOCC2)ccc1Cl	0.3	9.1	-4.0	0.5	-1.3	4.1	-6.4	2.1	14.5
Cc1ccc(N(C(=O)c2ccco2)C(C(=O)NC2CCCC2)c2cccnc2)cc1C (stereo unspecified)	-2.9	12.5	23.9	-0.5	0.3	-1.0	14.1	-13.5	6.4
Cc1cccn2c(CN3CCSCC3)c(C(=O)N3CCOCC3)nc12	-0.8	15.8	7.6	-3.5	-1.4	-1.0	-3.1	13.3	5.2
Cc1ccc(C)c(S(=O)(=O)/N=C(/Nc2ccccc2)c2ccccc2)c1	-4.7	37.2	-7.8	-1.0	-1.1	-0.9	11.6	33.9	20.0
O=C(COc1ccccc1Cl)N1CCN(c2ccc([N+](=O)[O-])c(N3CCCCC3)c2)CC1	-3.4	37.9	22.3	0.1	-5.0	1.8	18.6	22.3	17.3
CCN(CC)S(=O)(=O)c1ccc(N2CCOCC2)c(NC(=O)CNCCc2ccccc2)c1	-5.2	7.1	-1.4	0.2	0.2	1.6	-2.9	11.8	15.1
CC(C)(C)c1ccc(C(=O)N2CCCC2)s1	-4.2	7.6	-9.2	-1.2	-0.2	2.7	-18.6	-10.0	10.0

# Some entries already given, limited to TIM10 inh and APJ ag.
molecule,TIM10 inh,APJ ag
CCN(CC)S(=O)(=O)c1ccc(N2CCOCC2)c(NC(=O)CNCCc2ccccc2)c1,-2.9,-5.2
CC(C)(C)c1ccc(C(=O)N2CCCC2)s1,-18.6,-4.2

# Compound profiles (already shown):
# Cc1cccn2c(CN3CCSCC3)c(C(=O)N3CCOCC3)nc12 is listed as APJ ag: -0.8; tim23-1 inh: 15.8; Mdm2-MdmX inh: 7.6; NR3A LBD binder: -3.5; UPR XBP1 act: -1.4; CHOP UPR activ: -1.0; TIM10 inh: -3.1; tim10-1 inh: 13.3; NALP3 yeast inh: 5.2
# Cc1ccc(N/C=C/C(=O)c2cccs2)cc1C is listed as APJ ag: -3.4; tim23-1 inh: 42.3; Mdm2-MdmX inh: -42.4; NR3A LBD binder: -9.1; UPR XBP1 act: -5.9; CHOP UPR activ: -2.3; TIM10 inh: 0.9; tim10-1 inh: -2.3; NALP3 yeast inh: 24.5

# Next section.
Structure	APJ ag	tim23-1 inh	Mdm2-MdmX inh	NR3A LBD binder	UPR XBP1 act	CHOP UPR activ	TIM10 inh	tim10-1 inh	NALP3 yeast inh
Cn1cccc1CC(=O)N/N=C\c1ccccc1	-3.6	-8.3	-20.8	-1.6	-2.0	0.9	4.3	-12.9	11.1
COCCn1c(SCc2cc(=O)n3ccsc3n2)nnc1-c1ccncc1	-1.4	3.9	-0.7	0.8	-2.4	-0.8	-11.7	14.1	11.1
COc1cc(NC(=O)c2cc([N+](=O)[O-])ccc2NC(=O)CNC2CCCCC2C)cc(OC)c1 (stereo unspecified)	0.3	32.2	32.7	-2.0	-4.4	2.0	27.6	26.5	32.3
O=C(CCn1cccc1)NCc1ccc2c(c1)OCO2	-2.2	-4.4	7.0	-0.9	-1.2	-1.0	-0.1	-4.2	5.3
Cc1cc(NC(=O)COC(=O)c2ccccc2[N+](=O)[O-])no1	-2.2	0.7	10.6	-0.6	-0.6	2.3	-10.0	-7.2	19.4
O=C(CS(=O)(=O)c1ccc(Cl)cc1)NCc1ccccc1	-0.1	17.7	15.9	2.1	0.1	1.7	-4.3	21.4	-5.0
O=C(Nc1nc2ccccc2s1)C1c2ccccc2Oc2ccccc21	0.0	51.1*	46.2	11.0*	-4.4	-1.2	45.1*	36.0	20.4
CC1=C(C#N)C(NC(=O)C2CCCCC2)(C(F)(F)F)C(=O)N1 (stereo unspecified)	-3.5	-9.1	12.7	0.0	0.5	1.6	-4.6	12.4	10.4
Cc1ccc(-n2nnnc2SCC(=O)Nc2ncc(Cc3ccccc3Cl)s2)cc1	-4.0	-9.6	58.8*	1.8	-0.1	0.0	16.1	6.0	17.9
O=C(COc1ccc(Cl)cc1)Nc1ccccc1N1CCOCC1	-1.1	-4.8	3.4	/	-0.8	0.5	-1.7	29.0	9.5
CCCCCOC(=O)C1=C(C)N(C)C(=O)NC1c1cc(Br)c(O)c(OC)c1 (stereo unspecified)	-2.8	21.1	4.9	1.3	3.5	-1.6	3.5	23.4	16.5
COc1ccc(S(=O)(=O)N2CCOCC2)cc1NC(=O)CSc1nc(C)c(C)c(C)n1	-0.4	15.6	3.2	-1.3	1.0	0.8	4.5	20.1	0.2
COc1ccc(S(=O)(=O)NC2CCCC2)cc1Br	4.9	14.2	22.9	8.1	-2.4	-1.0	6.4	31.2	8.1
Cc1ccc(-c2ccc(/C=N\NC(=O)c3cc4c(ccc5ccccc54)o3)o2)cc1[N+](=O)[O-]	-2.0	19.1	94.0*	7.9	-1.0	-0.1	-11.7	-7.6	10.8
COc1ccc(C2=NC(=O)NC2c2ccc(OC)cc2)cc1 (stereo unspecified)	-4.9	6.0	24.3	0.8	-0.6	-1.2	11.4	-0.9	3.1
CNc1ccccc1NC(=O)C1CCCN1C(=O)OCc1ccccc1 (stereo unspecified)	0.4	6.6	8.9	0.0	-1.7	0.8	13.1	11.9	18.9
CCCCCn1c(CCCNC(=O)CC)nc2ccccc21	-0.6	3.7	14.6	-1.0	-0.6	0.1	-2.4	-2.1	10.2
CSc1nnc([C@@H](NC(=O)OC(C)(C)C)C(C)C)o1	-3.5	-3.6	18.9	0.3	-2.3	0.7	9.8	8.9	8.9
COC(=O)c1ccc2[nH]c(C)cc(=O)c2c1	-1.0	5.2	10.0	-1.6	0.1	1.3	2.2	-6.6	17.1
CCOC(=O)c1c(C)[nH]c(C)c1C(=O)CSc1nc2ccccc2c(=O)n1-c1ccc(Cl)cc1	-2.6	26.1	31.3	-2.3	-0.7	6.0	22.8	21.3	3.5
C#CCNC(=O)C1=C[C@@H](c2csc3ccccc23)C[C@@H](OCc2ccc(CO)cc2)O1	-0.9	20.8	14.1	-6.5	-1.4	0.3	-0.8	12.1	16.7
COc1ccc(OCc2cc(C(=O)N3C[C@@H](C)O[C@@H](C)C3)no2)c(Cl)c1	-5.2	21.5	-13.4	2.9	1.6	2.9	-3.1	4.3	35.7
Cc1c(NC(=O)C(C)N2C(=O)C3CCCCC3C2=O)c(=O)n(-c2ccccc2)n1C (stereo unspecified)	-0.3	14.7	13.3	1.9	-1.8	-0.4	-3.5	2.4	-1.1
Cc1ccc(O)c(CNc2nc3ccccc3n2C)c1	-4.7	21.9	-16.0	-0.4	3.6	-0.2	7.7	3.4	16.5
COc1cc2c(cc1NC(=O)CSc1nc3ccc(C)cc3[nH]1)oc1ccccc12	-2.5	13.6	37.6	/	-2.5	2.8	17.4	24.5	12.8
COc1ccc2oc(C)c(C(=O)c3ccc(C)cc3)c2c1	-4.3	20.3	-0.9	6.8	-0.1	1.5	13.9	19.3	6.8
CC(=O)Oc1ccc(-c2ccc(C(=O)NCCc3ccc(S(N)(=O)=O)cc3)cc2)cc1	2.0	-11.0	4.5	-0.7	-2.5	-0.7	-17.1	-6.6	5.0
FC(F)(F)c1cc(-c2cccs2)nc2cc(-c3ccccc3)nn12	-1.3	-20.4	-12.8	-0.4	1.7	2.9	-17.6	4.1	9.9
CCN(CC)C(=O)Cn1cc(C(=O)C(=O)N2CCc3ccccc32)c2ccccc21	-0.8	19.4	7.1	0.1	-4.2	-1.7	6.6	35.7	5.9
CS(=O)(=O)N(CC(=O)N1CCN(c2ccccc2)CC1)c1cc(C(F)(F)F)ccc1Cl	-6.0	23.4	17.8	-18.8	-3.2	-0.5	26.5	27.2	13.0
Cc1ccc(-c2cc(C(=O)N(C)Cc3cnn(C)c3C)c3cc(Br)ccc3n2)cc1	1.4	36.0	28.8	-8.0	-1.0	5.4	32.0	19.5	3.2
COc1ccccc1C(=O)O/N=C1/CCCc2c1ccc(OC)c2[N+](=O)[O-]	0.7	14.7	22.5	0.2	-4.1	0.6	7.1	4.7	15.1
Cc1cc(NC(=O)/C(C#N)=C/c2ccco2)n(-c2ccccc2)n1	-9.1	32.1	10.4	-1.8	0.7	-1.6	9.8	27.8	19.3
COc1ccccc1C(=O)NCCn1cc(SCC(=O)NCc2ccco2)c2ccccc21	-2.9	11.3	8.8	1.7	-1.4	-0.3	-10.4	29.1	11.3
N#Cc1ccc(CSc2ccc(S(=O)(=O)N3CCCCCC3)cn2)cc1	0.0	35.8	2.6	7.4	-3.5	0.7	7.0	18.3	30.7
COc1ccc2c(COC(=O)CNS(=O)(=O)c3ccc(C)c(C)c3)cc(=O)oc2c1	-0.2	4.2	-14.0	-1.8	0.3	-0.6	-10.8	8.0	6.3
O=C(Nc1ccccc1)OCCOc1ccccc1Br	-2.0	26.0	-23.0	6.6	9.7	4.0	-4.0	9.7	36.7
COc1ccccc1C1CC(=O)NC(C)=C1C(=O)OCC1CCCO1 (stereo unspecified)	4.4	3.1	11.8	-5.6	-0.2	1.4	9.8	-2.9	-5.9

# Screening results (PubChem)
